# Source: PubChem BioAssay (University of Kansas High Throughput Screening Laboratory)
# Pf apPOL inh = Pf-apPOL DNA polymerase inhibition; Recombinant Pf-apPOL, molecular beacon fluorescence, 1.5 h; actives 0.25% (n = 210,000); AID 1794808; inhibition, % at 10 µM
# mHTT-CaM PPI inh = inhibitors of human mutant huntingtin-calmodulin interaction | P42858 | AlphaScreen His-mHTT/GST-CaM binding, luminescence | inhibition, % at 15 µM | actives 3.6% (n = 190,000) | AID 1671202;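 further: 0% = both proteins with DMSO and 100% = one protein alone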
# * marks the source's active call; other numbers are inactive results; i = inactive; . = no result given; & = joins results of further samples. No stated cut-off is given here; in the data, active means inhibition above about 50%; inactive means the rest.
SMILES,Pf apPOL inh,mHTT-CaM PPI inh
O=S(=O)(c1ccc(F)c(Cl)c1)N1CCC(c2noc(-c3ccccc3)n2)CC1,-4,-6
Cc1nc(CN2CCN(Cc3csc(C)n3)CC2)cs1,.,-1
Cc1c(O)c2cc(Cl)cc(Cl)c2[nH]c1=O,0,.
CC(=O)N1CCc2c(c(-c3nc(-c4ccccc4F)no3)nn2C)C1,-3,-3
CC(C)N1Cc2cc(C(=O)NCc3cccs3)sc2C1,2,-3
Cc1ccc(S(=O)(=O)N2CCCCC2)cc1C(N)=O,-9,-2
Cc1ccccc1-n1nc2c(c1NC(=O)C1CCCCC1)CS(=O)C2 (stereo not given),-3,2
CC1CC(C)CN(C(=O)CSC2=Nc3ccccc3C3=NC(C)C(=O)N23)C1 (stereo not given),-6,20
O=C1C(N2CCCN(S(=O)(=O)c3cccnc3)CC2)CCN1CC1CC1 (stereo not given),-6,6
CC1=C(C(=O)Nc2ccccc2F)C(c2ccccn2)C2=C(CC(C)(C)CC2=O)N1 (stereo not given),4,-3
CC(=O)N(Cc1nn(C)c2c1CN(S(=O)(=O)c1ccccc1F)CC2)c1ccccc1,-5,7
COc1ccc(OC)c(C(N2CCOCC2)N2CCOCC2)c1,-3,-4
CCn1c(NC(C)c2ccccc2O)nc2ccccc21 (stereo not given),-14,0
O=C1c2ccccc2S(=O)(=O)N1CCS(=O)(=O)c1ccc(Cl)cc1Cl,6&-2,.
FC(F)(F)c1ccnc(-n2ccc(-c3cccs3)n2)n1,-4,.
CCOc1ccc(CCn2c(C)nc3ccccc3c2=O)cc1OCC,-2,0
Cc1c(Cl)cccc1NC(=O)CCN1CCCCCC1,5,-2
O=C(Nc1cccc(Cl)c1)C1CCN(c2nccn3nc(-c4ccccc4)cc23)CC1,1,4
O=C(CCn1cnc2ccccc2c1=O)NCc1cc(-c2ccc3c(c2)OCCO3)on1,-6,-6
CCOC(=O)c1ccc(N2CCCCC2)c(NC(=O)C(Cl)(Cl)Cl)c1,-12,.
CC(C)CCN1CC(=O)N(Cc2ccc3c(c2)OCO3)C(c2cccs2)C1=O (stereo not given),-3,-1
COc1ccc(C(=O)N2CCn3c(C)nnc3C2)c(OC)c1,1,0
Cc1cc(C)cc(C(=O)NCc2[nH]nc3ccccc23)c1,-2,-1
C=CCNC(=O)c1cc(Cl)ccc1NC(=O)c1ccc(OC)c(OC)c1,-3,0
Cc1ccc(S(=O)(=O)N2CCC(CCNC(=O)NC3CCCC3)CC2)cc1,0,36

# Going on with the list:
SMILES,Pf apPOL inh,mHTT-CaM PPI inh
COc1cccc2cc(C(N)=O)c(=Nc3ccc(-c4ccccc4)cc3)oc12,-4,4
CCCc1c(C(=O)N2CCN(CC)CC2)cnn1-c1cccc(Cl)c1,-9,16
CC(C)(C#N)NC(=O)C1Cc2ccccc2CN1S(=O)(=O)c1ccc(F)cc1 (stereo not given),-1,0
O=C(CN1C(=O)c2c(Cl)c(Cl)c(Cl)c(Cl)c2C1=O)Nc1ccccc1,0,2
CC(=O)NCc1nc2c(n1C)CN(C(=O)CCCc1ccccc1)CC2,-2,16
O=[N+]([O-])c1cccc(C2Nc3c(cccc3[N+](=O)[O-])C3C=CCC32)c1 (stereo not given),-6,72*
COc1ccccc1C1CC(c2ccc(Br)cc2)=NN1C(=O)c1ccncc1 (stereo not given),-5,18
O=C(CN(c1ccccc1)S(=O)(=O)c1ccc(Cl)cc1)N1CCCCCC1,7,-6
O=C(NCCN1CCOCC1)C1CN(S(=O)(=O)c2ccccc2)CC12CCCCC2 (stereo not given),1,2
Cn1ccnc1Sc1nc2c(c(=O)n(C)c(=O)n2C)n1Cc1c(Cl)cccc1Cl,-2&-6,11&1
Cc1ccc2nc3c(c(C(=O)NCC(C)C)c2c1)CCC3,-1,0
Cc1ccccc1OCC(=O)NCCc1csc2nc(-c3ccccc3C)nn12,-6,-1
O=C(c1ccc(-n2cccn2)nc1)N1CCCCC1,-4,-8
COCCN=C1Nc2ccccc2NC12CCCN(C(=O)Nc1ccc(OC)cc1)C2 (stereo not given),-6,100*
Cc1cc(N(C)C)n2nc(CN3CCC(Cc4ccccc4)CC3)nc2n1,-7,30
Cc1ccc(NC(=O)c2ccc3c(c2)OCCO3)c([N+](=O)[O-])c1,-4,7
CCN1CCN(Cc2c(O)cc(C)c3c2OC(=Cc2cccnc2)C3=O)CC1,-4,2
CCOC(=O)C(=O)N1CCN(c2ncnc3c2nnn3C)CC1,-3,-14
CCN1CCN(Cc2c(O)ccc3c2OC(=Cc2ccc(OC)c(OC)c2)C3=O)CC1,-10,3
O=C(NC1CCCC1)NC1CCN(C(=O)C2CCCC2)C1 (stereo not given),-5,0
Nc1cc(-c2ccc(Cl)cc2)nn1-c1ccc(F)cc1,-2,.
OCCCn1c(-c2ccccc2)nc(=S)c2c1CCCC2,2,-1
O=C(O)C1CSC(c2ccccc2Br)N1 (stereo not given),1,-5
COc1cc(OC)c(OC)cc1CN1CCN(C(=O)c2cc(OC)c(OC)c(OC)c2)CC1,-3,4
O=C(Nc1c[nH]c(=O)[nH]c1=O)c1ccccc1I,4,3

# (further entries)
SMILES,Pf apPOL inh,mHTT-CaM PPI inh
CCOC(=O)NCc1ccc(Cl)cc1,-7,-15
O=C(c1ccsc1)N1CCCC(c2n[nH]c(C3CC3)n2)C1 (stereo not given),6,0
O=C1OC(c2cccc([N+](=O)[O-])c2)=N/C1=C\C(Cl)=C\c1ccccc1,3,25
CC(=O)Nc1cccc2c(C(=O)NC3CCN(Cc4ccccc4)CC3)ccnc12,8,4
O=C(NCc1ccccc1)c1cc2nc(-c3ccccc3)cc(C(F)(F)F)n2n1,-6,-13
CN=C1SC(CC(=O)Nc2ccccc2OC)C(=O)N1C (stereo not given),-6,0
CCN(CC)C(=O)Oc1ccc2c(c1)OC(=Cc1cc(OC)c(OC)c(OC)c1)C2=O,-8,-14
COc1ccc(NC(=O)c2cn3c(n2)CCCC3)cc1OC,-1,-11
Cc1ccccc1CNS(=O)(=O)c1ccc(C)c([N+](=O)[O-])c1,10,-1
Cc1c(C(=O)NC(C)CCc2ccccc2)cccc1[N+](=O)[O-] (stereo not given),2,-2
CN(C)c1nc(N(C)C)nc(N2CC(=O)N(N)C2=N)n1,-5,8
CSc1ccccc1NC(=O)c1nc2nc(-c3ccccc3)cc(C(F)(F)F)n2n1,8,27
C=C(C)COc1ccc2c(=O)c(-c3ccc(OC)cc3)c(C(F)(F)F)oc2c1,-2,-44
COc1cc(NS(=O)(=O)c2ccc3c(c2)CC(C)N3C(C)=O)cc(OC)c1 (stereo not given),-2,12
CCn1cc(CN2CCCC(c3nc(-c4ccc(F)cc4)n[nH]3)C2)cn1 (stereo not given),8,-2
COC(=O)c1ccccc1NC(=O)N1CCC(Oc2ccc(Cl)cc2)CC1,-2,-42
COCCn1c(C2CCN(C(=O)c3cc(C)cc(C)c3)C2)nc2cccnc21 (stereo not given),-3,8
COc1ccccc1-n1nc(C(=O)Nc2ccc(C)cc2Br)c2ccccc2c1=O,1,5
O=S1(=O)CCC(N=Cc2cn(-c3ccccc3)nc2-c2ccccc2)C1 (stereo not given),-8,-1
Cc1c(-c2noc(C(=O)NC3CC3)n2)oc2c(C)cccc12,0,-10
O=C(Cc1ccccc1)Nc1cccc(Cl)c1,-4,-17
CCn1c(CNC(=O)C2CCC2)nc2c1CN(C(=O)Nc1ccccc1)CC2,-1,6
O=[N+]([O-])c1cccc(S(=O)(=O)Nc2ccc3c(c2)OCCO3)c1,-1,14
Nc1nc2ccccc2n1CCN1CCCCC1,-22,-4
O=Cc1ccccc1OCC(=O)Nc1ccccc1,-6,-6

# Next results:
SMILES,Pf apPOL inh,mHTT-CaM PPI inh
COc1ccccc1C1CC(c2ccc(Br)cc2)=NN1C(=O)CCC(=O)O (stereo not given),-1,10
OC(CNC1CCCC1)COc1ccccc1-c1ccccc1 (stereo not given),-6&-5,26&49
CCN1CCN(C(=O)CC(c2ccc3c(c2)OCO3)c2c[nH]c3ccccc23)CC1 (stereo not given),3,23
CCOc1cc2c(cc1OCC)C(C)=NCC2,.,-4
Cn1nc(COCc2ccc(F)cc2Cl)c2c1CCN(C(=O)NCc1ccco1)C2,-3,-4
CC(=O)Nc1cccc(NS(=O)(=O)c2ccc3c(c2)OCCCO3)c1,-3,0
CSc1cccc(N2C(=O)NC3CC2(C)Oc2ccc(Cl)cc23)c1 (stereo not given),-6,14
CC(C)(C)c1ccccc1OCC(=O)Nc1cccc(C(F)(F)F)c1,5,-95
COc1ccc(NC(=O)N2CCC(Oc3nc4c(Cl)cccc4s3)CC2)c(OC)c1,2,32
Cc1cccc(NS(=O)(=O)c2ccc(F)cc2)c1,1,-13
Cc1ccccc1NC(=O)c1ccc2c(c1)Sc1ncccc1C(=O)N2C,3,5
CCCCN1CCN(C(=O)C2CCCN(c3nnc4ccccn34)C2)CC1 (stereo not given),-5,6
CCCCCC1CCC(c2ccc(O)cc2)CC1 (stereo not given),0,10
C=CCC1(O)C(C)C(c2ccccc2)N(C)C(c2ccccc2)C1C (stereo not given),-5,-5
CCc1ccccc1NC(=O)N1CCOc2ccc(Cl)cc21,-4,-3
Cc1ccc(CNC(=O)c2cn3c(n2)CCCC3)cc1,-8,-2
CC1=C(C(=O)Nc2cc(C)ccn2)C(c2ccc(C)cc2)C2=C(CCCC2=O)N1 (stereo not given),-2,6
CCc1cc(C2CCCN2Cc2ccccc2OC(C)C)on1 (stereo not given),0,-12
COC(=O)C1=CC(C(=O)c2cccs2)=NN(c2ccccc2)C1C(=O)OC (stereo not given),-10,.
O=C(Nc1ccccc1Cl)c1ccc(F)c(S(=O)(=O)NCc2ccccc2Cl)c1,0,-2
CC(=O)c1cccc(NC(=O)Nc2ccc(Cl)c(Cl)c2)c1,1,-1
CCN1CCN(C(=O)c2cnn(-c3ccc(Cl)c(Cl)c3)c2C(C)C)CC1,-21,39
Nc1nonc1/C(=N/O)N1CCN(c2ccc(Cl)cc2[N+](=O)[O-])CC1,.,i
